TNAP activation fold: human TNAP enzyme activators, primary screen, biochemical, luminescent, no phosphate acceptor, uHTS (AID 1001). purified TNAP, luminescent activation assay, no phosphate acceptor; higher activation fold means a stronger effect. 200,000 compounds, 0.03% hits. one-dose activation fold at 20 µM; EC50 in µM for titrated hits. Alkaline phosphatase, tissue-nonspecific isozyme (Homo sapiens); in the data active means activation fold from about 3, or a potency from the dose series; inactive means the rest, 99 in 100 with activation fold below about 1.6; further: many of its hits are not listed in these tables
M1AAP inhibition: P. falciparum M1AAP inhibitors, biochemical, fluorogenic H-Leu-NHMec substrate, 1536-well (AID 1445). Aminopeptidase N (Plasmodium falciparum (isolate 3D7)). recombinant M1AAP, H-Leu-NHMec fluorogenic kinetic assay; higher % means a stronger effect. inhibition, % at 30 µM; hits with a dose series show IC50 in µM. 220,000 compounds, 0.42% hits;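 active means primary inhibition above the hit cutoff, then over 50% inhibition at one or more dose response concentrations, cut at about 23% in these data, passing the limit was not always enough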;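 further: plate controls were DMSO full reaction for no effect and no enzyme background for full effect; strong numbers were not always called active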
human PMI inhibition: inhibitors of human PMI, primary screen, biochemical, fluorescence intensity, coupled assay (AID 1209); 190,000 compounds, 0.42% hits; purified PMI enzyme, coupled fluorescence intensity; higher % means a stronger effect; Mannose-6-phosphate isomerase (Homo sapiens); inhibition, % at 20 µM, or IC50 in µM where a hit was titrated;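 further: plate controls were DMSO vehicle for no effect and wells lacking substrate for full effect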
M17LAP inhibition: P. falciparum M17LAP inhibitors, primary screen, biochemical, fluorogenic H-Leu-NHMec substrate, 1536-well (AID 1619) | Leucine aminopeptidase (Plasmodium falciparum (isolate 3D7)) | recombinant M17LAP, H-Leu-NHMec fluorogenic kinetic assay; higher % means a stronger effect | inhibition, % at 30 µM; hits with a dose series show IC50 in µM | 220,000 compounds, 0.38% hits;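 active means compound inhibiting the enzyme by more than half at any dose during confirmatory dose-response retesting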;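 further: plate controls were full reaction with DMSO carrier for no effect and no enzyme background for full effect; strong numbers were not always called active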
ER stress rescue: rescue of cells from ER stress-induced death, primary screen, 384-well, CSM14.1, thapsigargin, ATP luminescence (AID 1222); CSM14.1 thapsigargin-induced death rescue, ATP luminescence; higher % means a stronger effect; cellular ATP content (survival), % at 20 µM, or EC50 in µM where a hit was titrated; 190,000 tested, under 10 active;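 active means EC50 below 50 µM in the dose-response confirmation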;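 further: death triggered by thapsigargin at about 15 µM added after 2 h compound pretreatment; cell ATP read after overnight thapsigargin exposure of roughly 18 to 22 hours; normalized against plate controls of thapsigargin alone and 5% DMSO vehicle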
LYP phosphatase: inhibitors of LYP phosphatase, biochemical, fluorescence intensity, uHTS (AID 1779). Tyrosine-protein phosphatase non-receptor type 22 (Homo sapiens). recombinant LYP phosphatase, fluorescence intensity; higher % means a stronger effect. one-dose inhibition, % at 11.5 µM; IC50 in µM for titrated hits. 290,000 compounds, 0.054% hits;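 further: plate controls were vehicle with enzyme for no effect and no enzyme for full effect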
Myeloid diff MLP: induction of myeloid progenitor differentiation, primary screen, cell-based, flow cytometry, MLPCN library; ER-HoxA9 myeloid progenitors, lysozyme-GFP differentiation; calls only at 10 µM; 360,000 compounds, 1% hits; AID 624256, 2012;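 active means normalized GFP-positive differentiation at or above the plate's own cutoff, the solvent-only control mean plus 3 SD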;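 further: cells exposed to compound for four days before flow analysis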
human PMI inhibitors: human PMI inhibitors, high substrate, primary screen, biochemical, fluorescence intensity, high mannose 6-phosphate (AID 1220) | Mannose-6-phosphate isomerase (Homo sapiens) | recombinant PMI enzyme, coupled fluorescence intensity; higher % means a stronger effect | inhibition, % at 20 µM, or IC50 in µM where a hit was titrated | 190,000 compounds, 0.66% hits
XIAP antagonists: XIAP antagonists, biochemical, IAP family, fluorescence polarization (AID 1018). E3 ubiquitin-protein ligase XIAP (Homo sapiens). XIAP BIR domain, fluorescence polarization peptide displacement; higher % means a stronger effect. displacement, % at 20 µM, or IC50 in µM where a hit was titrated. 200,000 compounds, 0.007% hits; in the data active means displacement above about 50%; further: a part of the inactive calls stands beside numbers as strong as those of hits
Myeloid diff MLP GFP+ MAC1+ %: recorded beside Myeloid diff MLP, whose call it bears; GFP+ MAC1+ double positive, %; measured here: differentiation confirmed by MAC1 staining
* = called active by the depositor; i = inactive; · = no result given. Unless noted, no stated cut-off is given here; in the data, active means inhibition above about 50%; inactive means the rest.

Results follow in this order: TNAP activation fold, M17LAP inhibition, Myeloid diff MLP GFP+ MAC1+ %, LYP phosphatase, M1AAP inhibition, ER stress rescue, human PMI inhibitors, human PMI inhibition, XIAP antagonists, Myeloid diff MLP
O=C(CCCSc1nc2ccccc2s1)NCc1ccc2c(c1)OCO2
 : 0.9, -2%, 0.2, -4%, 0%, 1.5%, 14%, 20%, -5.2%, i
CCOC(=O)C(NC(=O)CC(C)C)(Nc1sc(C)c(CC)c1C#N)C(F)(F)F (stereo not drawn)
 : 1, 4%, 0.0, -4%, 2%, -1.2%, 5%, 0%, 0.1%, i
COC(=O)c1ccc(C2C(Oc3ccc(OC)cc3)C(=O)N2CCc2ccc(F)cc2)cc1 (stereo not drawn)
 : 1.2, -1%, 0.8, 6%, 4%, -1.0%, -5%, -1%, -4.0%, i
O=C(Oc1ccccc1Cl)c1ccc(N2CCOCC2)c([N+](=O)[O-])c1
 : 1, -3%, 0.8, -5%, 2%, -1.7%, 9%, 15%, -5.8%, i
COc1cc(/C=N/NC(N)=O)ccc1OCC(=O)Nc1ccc(C)c(C)c1
 : 0.9, -6%, 0.8, 0%, -1%, 0.0%, 3%, -7%, -4.0%, i
O=C(Nc1ccc2c(c1)C(=O)NC2=O)c1ccc(S(=O)(=O)N2CCCC2)cc1
 : 1, -1%, 1.9, -6%, -1%, -0.7%, 0%, -5%, -6.0%, i
CC1=C(C)/C(=N\OC(=O)/C=C/c2ccccc2)C=CC1=O
 : 1.2, 11%, 0.7, -6%, 6%, -0.6%, 35%, 7%, -19%, i
CCCCCCCNC(=O)c1ccc(N2CCC3(CC2)OCCO3)c([N+](=O)[O-])c1
 : 1, -5%, 0.8, 2%, 2%, -0.6%, 8%, 19%, -8.1%, i
Cc1n[nH]c(C)c1CCNCc1ccc(OCC(O)CN2CCCCC2)cc1 (stereo not drawn)
 : 1, -5%, 0.7, -7%, 1%, -0.4%, 13%, 13%, -3.5%, i
Cc1cccn2cc(-c3cc4ccccc4oc3=O)nc12
 : 1.1, -12%, 0.2, -7%, -1%, -2.1%, 22%, -36%, -7.8%, i
CC(=O)[C@@H]1[C@@H]2C(=O)N(c3ccc(F)c(Cl)c3)C(=O)[C@@H]2C2c3ccccc3C=CN21 (stereo partly drawn)
 : 1.1, 7%, ·, -7%, 4%, 0.5%, -26%, -50%, -6.2%, ·
O=C(c1ccc(CS(=O)(=O)c2c(Cl)cccc2Cl)o1)N1CCN(c2ccccn2)CC1
 : 1.1, 12%, 3.1, -11%, 11%, 0.8%, -8%, -8%, -2.2%, i
O=S(=O)(/C=C/c1ccccc1)Nc1cccc(S(=O)(=O)NC2=NCCC2)c1
 : 1, 4%, 0.1, -4%, -2%, -1.3%, 1%, -2%, -7.1%, i
COc1ccc(CNC(=O)COC(=O)/C=C/c2ccc(Cl)cc2)cc1
 : 1.2, 2%, 0.4, 28%, 10%, 0.7%, 6%, 0%, -7.6%, i
Cc1ccc(C(=O)CSc2nnnn2C(C)C)c(C)c1
 : 1, 5%, 0.2, -5%, 0%, -4.2%, 9%, 14%, -1.3%, i
O=C(Cn1c2ccccc2c(=O)c2ccccc21)N/N=C/c1cc([N+](=O)[O-])ccc1N1CCCCC1
 : 1, 3%, 1.8, 6%, 5%, 4.9%, -13%, 1%, 2.0%, i
Cc1ccc2c(c1)N(CC(=O)N(Cc1ccccn1)Cc1ccco1)C(=O)C(C(C)C)O2 (stereo not drawn)
 : 1, -8%, 0.7, -10%, 1%, 2.1%, -4%, -3%, -3.6%, i
COc1ccccc1C(c1nnnn1CC1CCCO1)N1CCC(C(N)=O)CC1 (stereo not drawn)
 : 1.2, 0%, 2.1, -8%, 6%, -0.3%, -28%, -31%, -1.6%, i
CC1(C(=O)NC(=S)N(CCC#N)Cc2cccnc2)CC1(Cl)Cl (stereo not drawn)
 : 1, 5%, ·, -7%, 11%, 2.9%, -5%, 7%, -3.9%, ·
Cc1sc2ncnc(OCC(=O)NCC3CCCO3)c2c1C (stereo not drawn)
 : 1, 7%, 0.8, -12%, -2%, 3.0%, 7%, 7%, -1.4%, i
CSc1sc(C(=O)NNC(=O)c2ccc(Cl)cc2)c2c1C=CCC2
 : ·, 2%, 0.6, -3%, 6%, ·, ·, ·, ·, i
COc1ccc(OC)c(N=CC2=C(O)CC(C)(C)CC2=O)c1
 : 1.1, 31%, 3.4, -6%, 18%, -3.4%, -6%, 3%, -2.8%, i
CC(C)NC(=O)Cn1c(=O)c2c(ncn2Cc2ccccc2)n(Cc2ccccc2)c1=O
 : 1.1, 0%, 8.5, -10%, -3%, 2.0%, -2%, 1%, -15%, i
C=CCSc1nc(N)c2c(C)c(C)sc2n1
 : 1.1, -16%, 0.7, 6%, 1%, -0.7%, 6%, -1%, -2.7%, i
CCOC(=O)C1CCCN(C(=S)NC2CCCCC2)C1 (stereo not drawn)
 : 1.1, 4%, 0.4, -2%, -2%, -2.5%, 2%, 1%, -7.4%, i
Cc1cc(C(=O)c2cnc(/N=C/N(C)C)s2)c(F)cc1Cl
 : 1, 11%, 0.5, 0%, 10%, ·, 9%, 94%*, -11%, i
O=C(Nc1ccccc1OC(=O)c1ccc(Cl)cc1)c1ccc(Cl)cc1
 : 1.1, 6%, 0.6, -5%, 4%, -3.8%, -6%, -7%, -1.4%, i
CCn1c(-c2csc(C(C)C)c2)n[nH]c1=S
 : 0.8, -5%, 0.4, 2%, 3%, -0.2%, 8%, 11%, -8.1%, i
COc1ccc(C(CC(=O)N2CCN(c3ccccc3)CC2)c2c(O)cc(OC)cc2OC)cc1 (stereo not drawn)
 : ·, -13%, 2.3, 0%, -2%, ·, ·, ·, ·, i
Cn1c(=O)[nH]c(=O)c2c1nc(N1CCCC1)n2CCCSc1nc2ccccc2o1
 : 1, -1%, 2.1, -2%, 10%, -1.0%, -9%, -4%, -8.5%, i
CC(=O)Nc1cccc(/C(C)=N/NC(=S)NC(C)C)c1
 : 1.1, -5%, ·, -6%, 1%, -0.1%, -8%, -6%, -2.7%, ·
C=C(C)CNC(=S)N/N=C(\C)c1ccc(Cl)s1
 : 1.2, -13%, 0.6, 8%, 1%, -1.7%, 2%, 1%, -1.0%, i
CC(C)C(=O)NC(=S)Nc1ccc(S(=O)(=O)NC(C)(C)C)cc1
 : 1, 13%, 0.5, -5%, 13%, 0.0%, -2%, 7%, -8.1%, i
O=C(CN(c1ccccn1)S(=O)(=O)c1ccccc1)N/N=C/c1cccc([N+](=O)[O-])c1
 : 1.1, -2%, 0.9, -5%, 7%, -1.4%, -5%, 8%, 4.1%, i
O=C(CCNS(=O)(=O)c1ccc(Cl)cc1)NCc1ccccn1
 : 1, 4%, 0.8, -2%, -3%, ·, -15%, -12%, -4.6%, i
Cc1cnc(C)c(N2CCN(Cc3nc(-c4ccc(C)o4)oc3C)CC2)n1
 : 1.1, -3%, 0.4, -10%, 15%, -1.0%, 28%, 19%, -8.3%, i
CSCC[C@H](NC(=O)Nc1ccc(S(N)(=O)=O)cc1)C(=O)O
 : ·, 9%, 0.3, -5%, 10%, ·, ·, ·, ·, i
CCCN1CCN(C(=O)CCCNC(=O)Cn2cnc3sc(C)c(C)c3c2=O)CC1
 : 1.1, 7%, 1.2, -10%, 0%, -0.8%, 11%, 14%, -20%, i
CN(C(=O)c1ccncc1)c1ccccc1
 : ·, 8%, 0.3, 1%, 12%, ·, ·, ·, ·, i
Cc1cc(C)n(-c2ccc(C(=O)OCC(=O)NC(c3ccccc3)c3ccccc3)cc2)n1
 : 1.1, -1%, 0.4, -10%, -4%, 0.5%, -8%, -9%, 0.9%, i
CC1=CN2C(=NC(=O)CC2(C)C(=O)N(CC(=O)NC2CCCC2)c2cc(C)cc(C)c2)C=C1 (stereo not drawn)
 : 1.1, -292%, 0.3, -15%, 3%, 1.3%, ·, ·, -2.0%, i
O=C(NCc1ccco1)c1cc([N+](=O)[O-])ccc1Cl
 : 1.1, -3%, 0.2, 2%, 8%, -1.1%, -11%, -7%, -7.9%, i
OC1(c2ccccc2)CCN(Cc2ccccc2)C2CCCCC21 (stereo not drawn)
 : 1.2, -9%, 0.6, -4%, 4%, -3.9%, -5%, 5%, -5.4%, i
Cc1ccc(S(=O)(=O)CC(c2ccccc2)N2CCOCC2)cc1 (stereo not drawn)
 : 1.1, 2%, 7.7, -8%, 5%, -1.3%, -7%, 3%, -2.6%, i
Cc1ccc(C(=O)CSc2ccc(-c3cccnc3)nn2)cc1
 : 1, -1%, 0.4, -6%, -1%, -1.7%, -8%, -5%, -7.9%, i
COc1cc(SC#N)ccc1N=Cc1c(C)[nH]n(-c2ccc(C)cc2C)c1=O
 : 1.1, 6%, 0.1, -3%, 3%, -1.7%, 5%, 12%, -3.2%, i
Cc1ccc(NC(=O)CCn2cccc2)cc1F
 : 1.2, 2%, 0.7, -8%, 6%, -0.2%, 3%, 0%, 1.3%, i
O=C1C(Nc2ccccc2)=CC(c2ccc(O)cc2)N1c1ccccc1 (stereo not drawn)
 : ·, -2%, 0.4, -1%, 14%, ·, ·, ·, ·, i
CCc1ccccc1OCC(=O)Nc1ccc(S(N)(=O)=O)cc1
 : 1, 6%, 0.9, -5%, 3%, -1.0%, 7%, 10%, 0.2%, i
Cc1noc(C)c1CSc1nnc2sc3ccccc3n12
 : 1.1, 1%, 0.7, -4%, -3%, -1.0%, 0%, 2%, -0.9%, i

Further structures
Results follow in this order: TNAP activation fold, M17LAP inhibition, Myeloid diff MLP GFP+ MAC1+ %, LYP phosphatase, M1AAP inhibition, ER stress rescue, human PMI inhibitors, human PMI inhibition, XIAP antagonists, Myeloid diff MLP
CCn1c(=NC(=O)c2ccco2)sc2cccc(F)c21
 : 1, -5%, 1.7, -3%, 8%, -1.6%, 4%, 7%, -3.1%, i
COc1ccc([N+](=O)[O-])cc1NC(=O)c1ccco1
 : 1, ·, 0.2, -10%, ·, -1.6%, 6%, 9%, -5.9%, i
CC(C)(C)NC(=O)C(c1ccncc1)N(Cc1ccc(F)cc1)C(=O)c1ccc(-c2ccccc2)[nH]1 (stereo not drawn)
 : 1, -1%, 0.8, -2%, 8%, 1.2%, 2%, 9%, 1.1%, i
O=C(O)c1cccc(NC(=S)NC(=O)c2ccc(-c3ccccc3)cc2)c1
 : 0.8, 53%, 0.2, 0%, 11%, 5.9%, -3%, 3%, -5.9%, i
CC(=O)c1c(C)oc2ccc(O)c(CN3CCOCC3)c12
 : 1.2, 5%, 0.3, -12%, 13%, 1.6%, -10%, -5%, -4.9%, i
COc1ccc(CN2CCCC(CNC(=O)c3ccc(F)cc3)C2)c(F)c1 (stereo not drawn)
 : 1.1, 0%, 0.6, -3%, 2%, -0.1%, -6%, -1%, -0.5%, i
O=C(COC(=O)c1cccnc1)NC1CCCc2ccccc21 (stereo not drawn)
 : 1.2, -1%, 0.4, -2%, 1%, 1.0%, 0%, -7%, -4.4%, i

Assay outcomes: PubChem BioAssay, several laboratories
